# Wee1 stabilizer: human Wee1 degradation inhibition, primary screen; HeLa Luc-Wee1K328M stability, luciferase luminescence; 100% = proteasome inhibitor MG132 effect; reporter increase, % at 5 µM; 220,000 compounds, 1.2% hits; AID 1321;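 active means activation above the mean of all tested compounds plus 3 SD, set per screening run, cut at about 8.8% in these data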;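 further: cells exposed to compound for 20 h before luminescence read; 0% = DMSO alone and 100% = MG132 at 30 µM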
# hK5 inh: kallikrein 5 (human) inhibition; 210,000 compounds, 0.59% hits; recombinant hK5, fluorogenic AMC substrate cleavage; inhibition, % at 5 µM;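 active means inhibition of 40% or more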;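 further: 0% = enzyme controls without compound and 100% = no-enzyme blanks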
# Target sequence (Q9Y337 67-293 limits assumed): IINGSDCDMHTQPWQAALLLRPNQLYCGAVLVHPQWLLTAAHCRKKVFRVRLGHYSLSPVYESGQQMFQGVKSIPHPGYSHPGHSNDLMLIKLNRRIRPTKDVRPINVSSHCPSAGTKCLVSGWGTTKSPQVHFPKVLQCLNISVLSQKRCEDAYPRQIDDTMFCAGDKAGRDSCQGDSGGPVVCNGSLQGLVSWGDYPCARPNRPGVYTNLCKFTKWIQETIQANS
# 14-3-3 Bad inh: disrupts binding of bovine 14-3-3 zeta to phospho-Bad peptide; P63103; TR-FRET 14-3-3zeta/Dy647-pBad peptide displacement, 1 h; inhibition, % at 21.7 µM; 220,000 compounds, 0.71% hits; AID 781;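 active means inhibition above about 70%, limit read from the data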;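 further: 0% = full 14-3-3 plus peptide FRET controls and 100% = background without 14-3-3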
# Rad51 HR inh: Rad51 (human) homologous recombination inhibition | Q06609 | hRad51 DNA strand exchange, fluorescence dequenching | 200,000 compounds, 0.085% hits | AID 1385 | inhibition, % at 10 µM;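 active means inhibition above 40% at the single screening dose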;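 further: 0% = DMSO control wells and 100% = blanks with heterologous ssDNA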
# Target sequence (Q06609 whole entry, looked up): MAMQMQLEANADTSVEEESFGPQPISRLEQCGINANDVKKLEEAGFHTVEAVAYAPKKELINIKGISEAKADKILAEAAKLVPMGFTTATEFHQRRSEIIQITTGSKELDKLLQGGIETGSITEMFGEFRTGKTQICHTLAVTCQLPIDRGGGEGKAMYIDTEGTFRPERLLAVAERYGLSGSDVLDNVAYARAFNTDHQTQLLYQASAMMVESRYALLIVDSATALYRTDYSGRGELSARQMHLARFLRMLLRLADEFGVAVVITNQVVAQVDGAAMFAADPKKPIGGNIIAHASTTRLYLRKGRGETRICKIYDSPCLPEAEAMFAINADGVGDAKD
#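 Material: human Rad51–ssDNA filaments; Probe or stimulus: labelled 47-mer dsDNA for strand exchange; Doses: single 10 µM dose; Incubation: 37 °C 15-min filament assembly, 30-min compound preincubation, 15-min exchange; Technique: FRET fluorescence dequenching, excitation 485 nm, emission 520 nm; Measure: Fluorescence-based percent inhibition, control- and blank-normalised; Benchmarks: plate control and blank wells.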
# FXIIa inh: inhibitors of human coagulation factor XIIa. purified FXIIa, Boc-QGR-AMC fluorogenic substrate, 2 h. AID 800. 220,000 compounds, 0.3% hits. P00748. inhibition, % at 5 µM; in the data active means inhibition above about 40%;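 further: 0% = enzyme with no compound and 100% = blank without enzyme; many of its hits are not listed in these tables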
# p97 ATPase inh: blocks human p97 ATPase activity | P55072 | 220,000 compounds, 0.42% hits | inhibition, % at 8 µM | recombinant p97 ATPase, Kinase-Glo ATP luminescence, 3 h | AID 1481; in the data active means inhibition above about 15%;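 further: 0% = DMSO vehicle and 100% = wells lacking enzyme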
# eIF4E-4G inh: eIF4E/eIF4G interaction inhibition in translation initiation. P63073+Q04637. TR-FRET eIF4E-eIF4GI(517-606) binding, 2 h. inhibition, % at 21.7 µM. 220,000 compounds, 0.37% hits. AID 782;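 active means inhibition above about 30%, limit read from the data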;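 further: 0% = full FRET control wells and 100% = background wells lacking eIF4GI fragment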
# MDM2 E3 inh: Mdm2 E3 ligase (human) inhibition | Q00987 | cell-based MDM2 ubiquitination luciferase reporter, 2 h; 0 = plate control, 100 = twice control, blank-subtracted | signal enhancement, % at 5 µM | 210,000 compounds, 0.11% hits | AID 1230;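 active means signal enhancement of 30% or more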;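 further: luminescence tracks abundance of the self-degrading MDM2-luciferase fusion protein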
# Target sequence (Q00987 whole entry, looked up, the tested form may be a part): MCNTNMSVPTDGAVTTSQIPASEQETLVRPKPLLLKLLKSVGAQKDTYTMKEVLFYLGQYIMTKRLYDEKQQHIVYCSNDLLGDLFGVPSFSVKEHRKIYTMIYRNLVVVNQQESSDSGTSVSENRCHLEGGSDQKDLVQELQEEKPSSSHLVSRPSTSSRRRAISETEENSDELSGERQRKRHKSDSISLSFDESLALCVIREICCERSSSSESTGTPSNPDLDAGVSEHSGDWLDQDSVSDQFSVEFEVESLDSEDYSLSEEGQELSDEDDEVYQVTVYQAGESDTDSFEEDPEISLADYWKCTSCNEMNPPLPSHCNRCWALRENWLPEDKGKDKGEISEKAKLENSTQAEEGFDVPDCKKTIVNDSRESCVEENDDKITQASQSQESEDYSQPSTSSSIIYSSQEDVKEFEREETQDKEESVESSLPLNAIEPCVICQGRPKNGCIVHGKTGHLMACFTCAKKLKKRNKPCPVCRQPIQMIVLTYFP
#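 Test system: stable mammalian line carrying autodegrading MDM2–luciferase fusion reporter; quantity: 2000 cells in each well; times: 4 h cell settling then 2 h compound exposure, 37 °C; detection: luminescence with SteadyLite reagent, 15 min at room temperature; evaluation: percent signal gain over controls, blank-subtracted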
# FXIa inh 1536: inhibitors of human coagulation factor XIa. P03951. AID 798. 220,000 compounds, 0.14% hits. purified FXIa, Boc-Glu-Ala-Arg-AMC fluorogenic substrate. inhibition, % at 5 µM;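 active means inhibition of at least 40%; inactive means inhibition below 40%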;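 further: fluorescence of freed AMC excited at 355 nm; 0% = enzyme without compound and 100% = no enzyme blank; many of its hits are not listed in these tables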
# Numbers without * were called inactive; . = no result given; [ ] = another dose, or the depositor's remark.
SMILES,Wee1 stabilizer,hK5 inh,14-3-3 Bad inh,Rad51 HR inh,FXIIa inh,p97 ATPase inh,eIF4E-4G inh,MDM2 E3 inh,FXIa inh 1536
N#Cc1ccccc1NC(=O)C1SC(=Nc2ccccc2)C(C(=O)Nc2ccc(Cl)cc2)=C1N (stereo not drawn),3,-3,30,-3,5,9,6,-38,-6
CCN(CC)c1ccc2oc(=O)c(C)nc2c1,-1,-12,3[fluorescence artefact?],-175,14,3,0[fluorescence artefact?],-1,4
CNS(=O)(=O)c1ccc(NC(=O)c2ccc(Cl)cc2Cl)cc1,0,-5,-6,23,12,-3,-3,-15,7
CC(=O)c1ccc(OCCCC(=O)Nc2cccc(S(=O)(=O)N(C)C)c2)cc1,1,-23,-20,4,3,-3,-1,-6,-8
Cc1ccc(S(=O)(=O)N2CCCN(c3nc4cc(C)ccc4cc3C#N)CC2)cc1,0,-5,-22[fluorescence artefact?],-1,21,-1,25,.,10
c1ccc(-n2cnc3cc(NCc4cccs4)ccc32)cc1,-2,0,-9,-2,-1,4,-4[fluorescence artefact?],-40,-8
COc1ccccc1/C=N/Nc1cc(N(C)C)nc(N(C)C)n1,1,-16,-6,-4,8,-4,0,-16,6
NC(=O)CNC1CC(=O)N(CCc2ccccc2)C1=O (stereo not drawn),1,-12,-8,.,12,0,-10,-16,6
O=C(NC1CCCc2ccccc21)c1ccc(Br)cc1 (stereo not drawn),2,-3,11,7,6,6,2,-1,-9
O=S(=O)(NCCSc1ccccn1)c1ccc(Br)cc1,0,-6,-1,4,1,2,1,-2,-7
Cc1ccc(S(=O)(=O)CCc2nnc(NC(=O)c3cccs3)s2)cc1,1,-9,21[fluorescence artefact?],-1,23,4,-2,-11,22
COCC(=O)Nc1cc(=O)n(C)c(=O)n1C,0,-7,6,-4,13,3,-3,-9,4
COc1cccc(NC(=O)N2CCCC2)c1,2,-5,-1,43*,1,1,4,-11,-2
Cc1ccc(C(=O)NCc2ccco2)cc1S(=O)(=O)N1CCCCC1,0,-23,-3[fluorescence artefact?],-5,5,-4,4,1,-6
CNS(=O)(=O)c1c(C)cc(C)c(N(C)S(=O)(=O)c2ccccc2)c1C,-2,-4,1,4,7,-2,-2,8,-7
CCOc1nc(NC(=O)NS(=O)(=O)c2ccccc2F)nc(-c2ccccc2)n1,-4,-1,-12,31,8,4,-3,4,-4
Cc1csc(NC(=O)CN2CCCCCC2)n1,-2,-4,80*,1,2,5,3[fluorescence artefact?],-16,-4
CC(C)CCNC(=O)C1CC(c2ccc(C(F)(F)F)cc2)=NO1 (stereo not drawn),.,1,1,5,9,.,-5,10,3
Cc1nn(-c2ccccc2)c(C)c1[N+](=O)[O-],1,-5,-6,.,1,4,-1,-6,-4
CC1(C)CC(=O)C(C=Nc2ccc3c(c2)OCO3)=C(O)C1,-2,7,-11,4,20,-1,1,-16,3
CC(C)C(=O)Nc1cccc(C(=O)NCCc2ccc(S(N)(=O)=O)cc2)c1,3,13,-9,-3,16,6,-3,-6,10
COc1cccc(C(=O)NCC2CCCO2)c1 (stereo not drawn),.,-7,11,.,6,.,0,-2,-3
CNC(=O)N/N=C(\N)c1ccccn1,0,-4,-5,-4,4,6,8,-3,0
Cc1cnc(C(=O)Nc2ccc(N3CCCCC3)cc2)cn1,4,-1,0,7,3,-2,5,-14,-6
Cc1ccc(-c2csc(NC(=S)NC(=O)c3cccs3)n2)cc1,-2,-15,-29,-1,8,4,2,0,0
CC(C)Cn1c(SC(C)C(=O)Nc2ccc(N3CCOCC3)cc2)nc2ccccc21 (stereo not drawn),0,-25,4[fluorescence artefact?],.,5,2,2[fluorescence artefact?],.,5
CN1CCN(C(=O)CCc2nc3ccccc3c(=O)[nH]2)CC1,-1,-4,5,-3,1,-1,-1,-7,-1
CCOC(=O)CN(C(=O)CNC(=O)c1cccs1)C(C(=O)NC1CCCCC1)c1cccnc1 (stereo not drawn),2,-5,-4,2,16,-5,-1,4,8
CC1=CCC2([N+](=O)[O-])CN(CC(=O)O)CC1([N+](=O)[O-])C2 (stereo not drawn),-1,-11,-11,.,2,0,6,7,-6
COc1ccc(CN(C(=O)c2ccc3c(c2)OCCO3)C(C(=O)NC2CCCCC2)c2ccc3ncccc3c2)cc1 (stereo not drawn),-1,150*,-2,-4,0,-4,-3,-14,-6
CCCS(=O)(=O)n1nc(-c2ccccc2)cc1N,-3,6,-1[fluorescence artefact?],1,3,-1,4[fluorescence artefact?],-12,-2
COc1cc(CCCN2C(=O)C(=O)NC[C@@H]2C(C)O)cc(OC)c1OC (stereo partly drawn),.,2,-5,0,11,.,2,12,2
CCCNc1nc(OCC(F)(F)F)nc(OCC(F)(F)F)n1,1,-11,-3,-4,3,-2,1,.,-12
CC(=O)c1c(C)[nH]c(C(=O)Nc2nccs2)c1C,3,-11,-8,2,3,-2,2,-14,1
CCOC(=O)c1ccc(NC(=O)CN(C)S(=O)(=O)c2ccc(OC)cc2)cc1,0,7,-4,0,-4,5,5,-1,-14
Cc1ccc2c(c1)N(C(=O)c1ccco1)C(C)(C)c1ssc(=S)c1-2,-2,6,-12,-6,11,-3,-1[fluorescence artefact?],-2,4
CCCCOCCCNC(=O)c1cccs1,-1,10,9,3,22,1,-3,-7,6
Cc1ccc(NC(=O)C(C)S)cc1 (stereo not drawn),2,-3,4,22,4,4,-1,.,-2
O=[N+]([O-])c1ccc(COc2ncnc3ccccc23)cc1,-4,4,-6,0,12,7,-6,-3,6
O=C(O)CSCC(=O)Nc1ccc(S(=O)(=O)N2CCCCC2)cc1,0,-10,-1,2,3,4,-3[fluorescence artefact?],-7,-6
COc1ccc(Cl)cc1NC(=O)CN(C)CC(=O)Nc1ccc(Br)cc1,0,3,-14,-10,10,-2,-1,0,1
CSc1nnc(-c2ccccc2SC)o1,-1,7,4,-13,13,-7,0,1,2
Cc1ccc[n+](C(C)C(=O)Nc2ccc(C)c([N+](=O)[O-])c2)c1 (stereo not drawn),-2,-26,3,6,1,-3,-4,-8,-16
O=C(O)c1ccc(Nc2nc(-c3cccnc3)nc3ccccc23)cc1,1,3,1,.,9,4,-1,-1,3
O=S(=O)(c1ccc(Br)s1)N1CCc2ccccc2C1,2,27,-3[fluorescence artefact?],6,21,-5,2,.,12
CCSc1nnc(NC(=O)C2CC(=O)N(Cc3ccc(C)cc3)C2)s1 (stereo not drawn),-1,6,15,.,3,-2,1,0,-2
COc1ccc(CN2CCCC(C(=O)N(C)Cc3ccccc3)C2)cc1OC (stereo not drawn),0,-5,16,6,6,0,-2,-17,-2
Cc1cccc(N=C2NC(=O)/C(=C/c3cccn3C)S2)c1,3,-4,-5,-9,4,6,-6,-2,7
O=C(OC(C(=O)NCc1cccs1)c1ccccn1)c1cccs1 (stereo not drawn),-1,-6,-5[fluorescence artefact?],-4,10,-4,-12,.,11
CC(C)(C)NC(=O)C(=O)NNC(=O)c1ccccc1Br,0,.,-4,.,6,0,2,.,-1
Cc1ccc(S(=O)(=O)Nc2ccc(SC(F)F)cc2)c(C)c1,0,-13,12,-11,10,0,12,12,8
CCC1CCC/C1=N\NC(=O)c1cc(C)[nH]n1 (stereo not drawn),0,2,-3[fluorescence artefact?],-2,17,3,10,-3,12
N#Cc1ccccc1/C=N/Nc1nc(-c2ccccc2)c2cc(Cl)ccc2n1,0,-11,24,-6,15,7,-10,7,-2
O=[N+]([O-])c1cc(C(F)(F)F)ccc1NCCCN1CCOCC1,-2,-4,-7,4,6,0,-2,0,0
C=CCNC(=O)c1onc(CSc2cc(C)cc(C)c2)c1C(=O)NCC=C,.,0,3,-4,7,.,-2,21,1
C/C(=N\NC(=O)COc1ccc(C)cc1C(C)C)c1ccc(-n2ccnc2)cc1,4,-6,6,3,9,3,0[fluorescence artefact?],-1,5
C/C(Cn1cnc([N+](=O)[O-])n1)=N/NC(=O)COc1ccccc1Cl,0,-10,0[fluorescence artefact?],.,9,2,3,-9,5
CCNc1nc(NC(C)(C)C)nc(N2CCCC2)n1,-2,-5,3[fluorescence artefact?],.,15,-1,0,-5,6
COCCCN1C(=O)C(O)=C(C(=O)c2ccc(C)o2)C1c1cccc(Br)c1 (stereo not drawn),2,1,5[fluorescence artefact?],-7,0,3,3,9,-6
COC(=O)c1sccc1NC(=O)c1ccccc1,-2,3,-3,.,9,0,1,-17,4

# More results
SMILES,Wee1 stabilizer,hK5 inh,14-3-3 Bad inh,Rad51 HR inh,FXIIa inh,p97 ATPase inh,eIF4E-4G inh,MDM2 E3 inh,FXIa inh 1536
COCCn1c(SCC(=O)c2c[nH]c3ccccc23)nnc1-c1ccncc1,-2,-15,23,0,22,2,-3[fluorescence artefact?],2,24
CO/N=C/c1ccc(Sc2ccc(C)cc2)c([N+](=O)[O-])c1,2,-8,-10,2,17,4,7,-6,0
COC(=O)C(CC(C)C)NC(=O)c1cccs1 (stereo not drawn),-2,2,9,-13,11,-2,1,-5,7
O=C(CN1C(=O)C2CCCCC2C1=O)N1CCN(c2ccc(F)cc2)CC1 (stereo not drawn),3,-5,6,5,-2,1,4,9,-8
C=CCn1c(N2CCOCC2)nc2c1c(=O)[nH]c(=O)n2C,-3,7,-4,10,2,-2,-1,1,-6
Cc1cccc2nc(CSc3nc4[nH]ncc4c(=O)n3-c3ccccc3Cl)cc(=O)n12,-1,-4,0,.,8,2,-9,-4,2
O=C([C@H](O)c1ccccc1)N1CCC[C@H]1CO,1,-11,-1,14,8,5,0,-3,0
CC(=O)c1c(C)oc2ccc(NS(=O)(=O)c3ccc(O)c(C(=O)O)c3)cc12,-1,2,60,-4,-4,8,1,-8,-2
NNC(=O)c1cc2ccccc2[nH]1,6,-3,-13,7,5,3,-2,-2,-3
Fc1cccc(/C=N/NC(=S)Nc2ccccc2Cl)c1,0,-3,-6[fluorescence artefact?],3,9,2,-1,-4,-1
CSc1cccc(NC(=O)CSc2ccc(Cl)cc2)c1,-1,-1,-6,0,13,1,0,-16,0
COc1ccc(-c2cc(C(=O)Nc3ccc(Cl)cc3Cl)c3ccccc3n2)cc1OC,-1,-21,-8[fluorescence artefact?],-18,0,2,10,-15,-5
CN(C)CCCN=Cc1c(O)n(Cc2ccccc2)c(=O)c2ccccc12,0,4,1,-5,6,0,0,-6,0
COC(=O)c1ccc(NC(=O)C2CC2)o1,-2,-22,12,7,13,3,0,-8,7
CCN(C(=O)c1cccnc1)c1ccccc1,0,-11,-4,0,8,3,8,9,-4

# Structures above that contain a CF3 group (3):
SMILES,Wee1 stabilizer,hK5 inh,14-3-3 Bad inh,Rad51 HR inh,FXIIa inh,p97 ATPase inh,eIF4E-4G inh,MDM2 E3 inh,FXIa inh 1536
CC(C)CCNC(=O)C1CC(c2ccc(C(F)(F)F)cc2)=NO1 (stereo not drawn),.,1,1,5,9,.,-5,10,3
CCCNc1nc(OCC(F)(F)F)nc(OCC(F)(F)F)n1,1,-11,-3,-4,3,-2,1,.,-12
O=[N+]([O-])c1cc(C(F)(F)F)ccc1NCCCN1CCOCC1,-2,-4,-7,4,6,0,-2,0,0

# Shown as a hit in 14-3-3 Bad inh, of those listed so far:
SMILES	Wee1 stabilizer	hK5 inh	14-3-3 Bad inh	FXIIa inh	p97 ATPase inh	eIF4E-4G inh	MDM2 E3 inh	FXIa inh 1536
Cc1csc(NC(=O)CN2CCCCCC2)n1	-2	-4	80*	2	5	3[fluorescence artefact?]	-16	-4
